Dengue-2 NS5 capping: Dengue-2 NS5 methyltransferase inhibitors, primary screen, biochemical, confirmation dose response (AID 588689) | Dengue-2 NS5 methyltransferase capping enzyme assay, biochemical; higher % means a stronger effect | one-dose inhibition, % at 25 µM; IC50 in µM for titrated hits | hit rate 0.3% among 340,000; in the data active means a potency from the dose series; inconclusive means inhibition above about 29% without an active follow-up result
West Nile virus CPE: inhibition of WNV-induced cytopathic effect – cell-based, CPE readout (AID 1621); hit rate 0.02% among 290,000; CPE inhibition, % at 10 µM, or IC50 in µM where a hit was titrated; West Nile virus-infected cells, CPE inhibition; higher % means a stronger effect; in the data active means a potency from the dose series; inconclusive means CPE inhibition mostly from about 3.7% at the one dose, without a potency; inactive means the rest, 99 in 100 with CPE inhibition below about 2.2%; further: strong numbers were not always called active
Large T inhibition: SV40 large T antigen inhibitors, biochemical (AID 1903). SV40 large T antigen ATPase/helicase inhibition assay; higher % means a stronger effect. inhibition, % at 20 µM, or IC50 in µM where a hit was titrated. hit rate 0.39% among 310,000; in the data active means a potency from the dose series; inconclusive means inhibition mostly from about 32% at the one dose, without a potency; inactive means the rest, 99 in 100 with inhibition below about 32%; further: strong numbers were not always called active
LYP phosphatase: inhibitors of LYP phosphatase, biochemical, fluorescence intensity, uHTS (AID 1779); hit rate 0.054% among 290,000; inhibition, % at 11.5 µM; hits with a dose series show IC50 in µM; recombinant LYP phosphatase, fluorescence intensity; higher % means a stronger effect; in the data active means inhibition above about 50%;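 further: plate controls were vehicle with enzyme for no effect and no enzyme for full effect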
MgcRacGAP inhibition: MgcRacGAP GTPase-activating activity inhibitors, confirmation, biochemical, ADP Hunter fluorescence; MgcRacGAP-stimulated Rac1 GTP hydrolysis, ADP Hunter fluorescence; higher % means a stronger effect; GST-tagged Rac1 F28L mutant substrate; one-dose inhibition, % at 30 µM; IC50 in µM for titrated hits; hit rate 0.6% among 340,000;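 active means first-screen hits whose inhibition reached a set limit at any dose in the follow-up dose series; inconclusive means inhibition above the set first-screen limit but never retested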;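 further: fluorescence reports GDP produced by GAP-driven GTP hydrolysis; strong numbers were not always called active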
RSV CPE inhibition: RSV antiviral activity via CPE protection, HEp-2 cells, primary 10 µM value included (AID 2391); HEp-2 cells, RSV-induced CPE inhibition; higher % means a stronger effect; one-dose CPE inhibition, % at 10 µM; IC50 in µM for titrated hits; hit rate 0.13% among 310,000; in the data active means a potency from the dose series; inconclusive means CPE inhibition mostly from about 23% at the one dose, without a potency; inactive means the rest, 99 in 100 with CPE inhibition below about 21%; further: strong numbers were not always called active
PhoP inhibition: inhibitors of PhoP regulon expression, primary screen, Salmonella Typhimurium, GFP reporter (AID 1863); S. Typhimurium PhoP-regulated promoter GFP reporter, 4 h; higher % means a stronger effect; inhibition, % at 50 µM; hits with a dose series show IC50 in µM; hit rate 0.16% among 300,000;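 active means inhibition over 29.93%, a cutoff 3 SD above the screen mean, later confirmed by dose response; inconclusive means inhibition over 29.93% but no dose response follow-up; inactive means inhibition at most 29.93% or unconfirmed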;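 further: 0% = low Mg2+ inducing control and 100% = high Mg2+ repressing control; strong numbers were not always called active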
ER stress rescue: protection against thapsigargin-triggered cell killing – 384-well, CSM14.1, ATP luminescence, primary screen (AID 1222). 190,000 tested, under 10 active. CSM14.1 thapsigargin-induced death rescue, ATP luminescence; higher % means a stronger effect. cellular ATP content (survival), % at 20 µM; hits with a dose series show EC50 in µM;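 active means EC50 below 50 µM in the dose-response confirmation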;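 further: death triggered by thapsigargin at about 15 µM added after 2 h compound pretreatment; cell ATP read after overnight thapsigargin exposure of roughly 18 to 22 hours; normalized against plate controls of thapsigargin alone and 5% DMSO vehicle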
GPR35 antagonists: GPR35 antagonists blocking zaprinast-driven arrestin recruitment, primary screen, imaging, U2OS, beta-arrestin-GFP, zaprinast agonist (AID 2058); U2OS GPR35 beta-arrestin-GFP translocation imaging, zaprinast antagonism; higher % means a stronger effect; inhibition, % at 10 µM; hits with a dose series show IC50 in µM; hit rate 0.052% among 290,000;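 active means inhibition of at least 50% with at least 30 cells and total cytoplasm GFP at most 10,000,000; inconclusive means under 30 cells or total GFP of 10,000,000 plus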
Dengue-2 NS5 capping pilot replicate: further read-out of Dengue-2 NS5 capping, marked with its call; inhibition, %; measured here: pilot screen replicate inhibition
* marks the source's active call; other numbers are inactive results; i = inactive; ? = inconclusive; nt = no result given.

SMILES	Dengue-2 NS5 capping	West Nile virus CPE	Large T inhibition	LYP phosphatase	MgcRacGAP inhibition	RSV CPE inhibition	PhoP inhibition	ER stress rescue	GPR35 antagonists	others
COCCNC(=O)/C(C#N)=C/c1ccc(C(=O)O)cc1	-9%	0.8%	-1%	-9%	0%	-1.9%	-7%	-1.1%	2%
O=C(NNC(=O)c1ccc2ccccc2c1O)Nc1ccc(F)cc1	-22%	-0.4%	?	-7%	22%	0.7%	-5%	nt	7%
COc1ccc(NC(=O)N2Cc3ccccc3CC2C(=O)NC(C)(C)C)cc1 (stereo not drawn)	3%	-0.2%	-2%	-7%	6%	0.5%	5%	2.9%	-12%
COc1cc(CN2CCCN(C)CC2)c([N+](=O)[O-])cc1OC	3%	-0.7%	10%	-8%	14%	0.8%	6%	nt	11%
O=[N+]([O-])c1nn(-c2ccc3c(c2)OCCO3)n(O)c1=NCc1ccc(F)cc1	0%	-0.4%	-2%	-2%	10%	2.5%	10%	-2.0%	3%
Cc1cccc(NC(=O)CN(C)S(=O)(=O)c2cccc3cccnc23)c1C	-9%	0.5%	13%	-5%	3%	17%	-2%	nt	-7%
CN(C)c1nc(N)nc(-c2cccnc2)n1	-1%	0.6%	18%	-8%	7%	2.2%	0%	-0.4%	11%
C1=C(CCNc2ncnc3c2cnn3-c2ccccc2)CCCC1	-1%	0.2%	5%	1%	5%	3.1%	5%	-1.8%	-4%
CN(C)CCCNC(=S)Nc1ccc(Oc2ccccc2)cc1	2%	0.8%	2%	-8%	0%	1.7%	-3%	-10%	13%
NS(=O)(=O)c1cc(C(=O)N2CCc3ccccc32)c(Cl)cc1Cl	3%	-1.1%	20%	-7%	2%	8.3%	-9%	-2.3%	13%	Dengue-2 NS5 capping pilot replicate=-0.6

8 structures out of the list, sorted by count of non-hydrogen atoms, descending.
SMILES	Dengue-2 NS5 capping	West Nile virus CPE	Large T inhibition	LYP phosphatase	MgcRacGAP inhibition	RSV CPE inhibition	PhoP inhibition	ER stress rescue	GPR35 antagonists	others
O=[N+]([O-])c1nn(-c2ccc3c(c2)OCCO3)n(O)c1=NCc1ccc(F)cc1	0%	-0.4%	-2%	-2%	10%	2.5%	10%	-2.0%	3%
Cc1cccc(NC(=O)CN(C)S(=O)(=O)c2cccc3cccnc23)c1C	-9%	0.5%	13%	-5%	3%	17%	-2%	nt	-7%
O=C(NNC(=O)c1ccc2ccccc2c1O)Nc1ccc(F)cc1	-22%	-0.4%	?	-7%	22%	0.7%	-5%	nt	7%
C1=C(CCNc2ncnc3c2cnn3-c2ccccc2)CCCC1	-1%	0.2%	5%	1%	5%	3.1%	5%	-1.8%	-4%
NS(=O)(=O)c1cc(C(=O)N2CCc3ccccc32)c(Cl)cc1Cl	3%	-1.1%	20%	-7%	2%	8.3%	-9%	-2.3%	13%	Dengue-2 NS5 capping pilot replicate=-0.6
COc1cc(CN2CCCN(C)CC2)c([N+](=O)[O-])cc1OC	3%	-0.7%	10%	-8%	14%	0.8%	6%	nt	11%
COCCNC(=O)/C(C#N)=C/c1ccc(C(=O)O)cc1	-9%	0.8%	-1%	-9%	0%	-1.9%	-7%	-1.1%	2%
CN(C)c1nc(N)nc(-c2cccnc2)n1	-1%	0.6%	18%	-8%	7%	2.2%	0%	-0.4%	11%

The list continues:
SMILES	Dengue-2 NS5 capping	West Nile virus CPE	Large T inhibition	LYP phosphatase	MgcRacGAP inhibition	RSV CPE inhibition	PhoP inhibition	ER stress rescue	GPR35 antagonists	others
COc1ccc(Cc2nnc(NC(=O)c3ccccc3)s2)cc1OC	nt	-0.9%	11%	-11%	16%	5.8%	0%	nt	-7%
CCOC(=O)c1csc(NC(=O)CSc2nnnn2-c2ccc(OC)cc2)n1	-7%	-0.2%	3%	0%	3%	0.9%	-3%	0.5%	4%
N#C/C(=C/c1ccc(N2CCCCC2)o1)C(=O)Nc1ccc2ccccc2c1	?	-1.2%	8%	0%	15%	nt	-9%	-3.5%	?
CC(Sc1ccccc1)C(=O)N/N=C/c1cccnc1 (stereo not drawn)	-4%	-0.6%	-2%	-9%	0%	0.3%	-5%	-1.3%	17%
CC(CNC(=O)c1cc(Cl)ccc1[N+](=O)[O-])NC(=O)c1cc(Cl)ccc1[N+](=O)[O-] (stereo not drawn)	-3%	0.4%	-1%	-6%	3%	2.2%	1%	-1.0%	16%
O=C(Nc1nonc1-c1ccc(Cl)cc1)c1ccccc1	-6%	0.7%	23%	-8%	4%	-0.7%	-4%	i	-2%
Cc1ccc(-n2nc(C(=O)O)cc2-c2ccccc2)cc1	3%	0.9%	6%	0%	7%	3.4%	6%	6.5%	-2%
Cc1cc(NS(=O)(=O)c2ccc(NC(=O)C(C)Oc3cccc(C)c3C)cc2)nc(C)n1 (stereo not drawn)	-4%	-0.4%	21%	-6%	8%	1.2%	-4%	nt	6%
COc1cc(C(=O)Nc2cccc(-c3nc4cc(C)cc(C)c4o3)c2)cc(OC)c1OC	-7%	1.2%	20%	-7%	8%	nt	-12%	-1.0%	8%
CCOC(=O)CNC(=O)N1CCCC(C(=O)c2ccc3c(c2)OCO3)C1 (stereo not drawn)	1%	0.0%	11%	1%	0%	1.2%	7%	0.9%	-1%
CSCCC(NS(=O)(=O)c1ccc(C)cc1)C(=O)Nc1ccc(C)cn1 (stereo not drawn)	-12%	nt	-3%	nt	-3%	-0.1%	-1%	nt	nt
COc1ccc(CCNC(=O)/C=C/c2cc(OC)c(OC)c(OC)c2)cc1OC	8%	0.6%	0%	7%	-4%	1.8%	5%	0.0%	-6%
O=C(NCC1CCCO1)c1ccc[nH]1 (stereo not drawn)	-5%	-0.1%	6%	-7%	8%	1.4%	-3%	nt	-2%
COc1ccc(CNC(=O)CN(C(=O)c2csnn2)c2cccc(F)c2)cc1	1%	0.1%	8%	-10%	6%	2.6%	-5%	nt	-15%
COc1ccc(C)cc1S(=O)(=O)N(C)CC(N)=O	nt	0.1%	-2%	-4%	-3%	0.6%	-6%	-2.4%	6%
CCN1CCN(CC(O)COC(c2ccccc2)c2ccccc2)CC1 (stereo not drawn)	2%	-0.6%	1%	-10%	0%	-1.7%	-7%	-0.6%	7%
CCN1CCCC1CNC(=O)c1cc(COc2ccc(C)c(C)c2)on1 (stereo not drawn)	-5%	0.1%	7%	-10%	8%	-0.7%	-6%	nt	-5%
CC(C)C1C(C#N)=C(N)Oc2n[nH]c(-c3cccs3)c21 (stereo not drawn)	6%	0.2%	9%	-7%	4%	1.9%	-14%	1.7%	-4%
Fc1ccc(NCc2nnc(SCc3ccccc3)o2)cc1	-6%	-1.1%	nt	-7%	9%	10%	nt	-0.7%	9%
Cc1cc(=O)[nH]c(SCC(=O)N2CCN(S(=O)(=O)c3ccccc3)C2)n1	-2%	0.0%	26%	-6%	9%	0.8%	-5%	-0.5%	-1%
Cc1noc(/C=C/N(C)C)c1S(=O)(=O)N1CCCC(C(=O)NC(C)c2ccccc2)C1 (stereo not drawn)	-9%	0.4%	6%	-2%	7%	1.6%	-7%	-1.2%	12%
COc1ccc(NC(=O)C2CCCN(S(=O)(=O)c3ccc4c(c3)oc(=O)n4C)C2)cc1OC (stereo not drawn)	-3%	0.1%	5%	-10%	4%	0.4%	-2%	0.4%	8%
O=C(NC12CC3CC(CC(C3)C1)C2)c1cccc(OC(F)F)c1	-3%	-1.2%	6%	-3%	nt	6.1%	-5%	nt	4%
Cc1cc(C)nc(NC(=O)c2c(-c3ccccc3Cl)noc2C)c1	-8%	-1.5%	11%	-5%	4%	0.2%	0%	-2.8%	-8%
COCCNC(=O)C1CC2Cn3c(nc4ccccc43)C2N1C (stereo not drawn)	0%	-0.1%	6%	-13%	8%	-0.1%	0%	nt	-5%
CC(=O)c1ccc(NC(=S)N2CCCC2)cc1	1%	0.0%	4%	-8%	4%	0.7%	8%	nt	-4%
Cc1cccc2nc(CSc3nc4ccccc4o3)cn12	4%	-1.1%	9%	-3%	-4%	4.2%	36%	-0.8%	5%
CC(C)(C)C(=O)Cn1c(=N)n(Cc2ccccc2Cl)c2ccccc21	2%	0.1%	-1%	-5%	1%	0.9%	2%	-1.2%	-5%
O=C(COc1ccc(S(=O)(=O)Nc2cccc(C(F)(F)F)c2)cc1)N1CCOCC1	-10%	-0.3%	8%	-5%	7%	6.5%	-2%	nt	3%
CCOc1ccccc1NC(=O)C1CCCN1C(=O)OCc1ccccc1 (stereo not drawn)	nt	-0.2%	12%	-7%	9%	1.8%	2%	1.7%	-11%
CC(C)NC(=O)CSc1nc2ccccc2n1-c1ccccc1	-3%	1.0%	5%	-6%	-7%	-0.1%	12%	5.8%	0%
Cc1ccc(NC(=O)CCN2C(=O)c3cccc4cccc(c34)C2=O)cc1	2%	-0.8%	-1%	-7%	10%	-1.3%	-5%	-1.7%	-18%
COc1ccc(-n2c(=S)[nH]c(=O)c3cccnc32)cc1	-7%	-0.1%	-29%	-2%	5%	4.0%	-1%	nt	-6%
Cc1nn(-c2ccccc2)c(N2CCCC2)c1/C=C1\N=C(c2ccc(F)cc2)OC1=O	nt	-0.1%	1%	3%	-1%	1.6%	10%	0.1%	35%
CCCCN1CC[C@H]2C=CC[C@@H](C(=O)Nc3nccs3)[C@H]2C1=O	-2%	-0.4%	4%	nt	9%	0.3%	nt	nt	nt
Cc1nn(CCOc2ccccc2)c(=O)n1-c1ccc(Cl)cc1	-11%	-0.1%	1%	-1%	4%	1.5%	6%	nt	0%
O=C(Cn1c(C(=O)OCCO)cc2ccccc21)c1ccccc1	9%	-1.7%	13%	-12%	1%	2.0%	0%	nt	4%
N#CCCN(C(=O)COC(=O)c1ccc(S(=O)(=O)Nc2ccccc2)cc1)c1ccccc1	-4%	0.1%	13%	-10%	7%	1.2%	7%	-1.9%	17%
CCOc1ccccc1/C=N/NC(=O)CNC(=O)COc1ccccc1	-12%	0.1%	15%	-3%	10%	0.5%	-7%	nt	19%
CCOc1ccc(OCc2ccc(C(=O)N3N=C(C(F)F)CC3(O)C(F)F)o2)cc1 (stereo not drawn)	-2%	?	7%	1%	2%	0.1%	1%	-3.6%	2%
CCS(=O)(=O)Nc1ccc2c(c1)OCO2	-1%	0.0%	21%	-9%	5%	0.3%	-10%	-0.3%	10%

Assay outcomes: PubChem, several laboratories
